# Source: PubChem BioAssay
# Jurkat autofluor = autofluorescence counter-screen for VLA-4 integrin assays; 24,000 compounds, 0.61% hits; Jurkat cells, compound autofluorescence, flow cytometry; hits give high values; 1 = vehicle-only cell background; fluorescence ratio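 (tested at 10 µM compound in the well)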;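 active = fluorescence ratio above 2.44, which is 1 plus 3 SD of all ratios; inconclusive = signal too bright to measure linearly, ratio around 10 or more; inactive = fluorescence ratio below 2.44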;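 note: green fluorescence of cells measured with 488 nm excitation and 530 nm emission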
# VLA-4 antagonist = blocks LDV-FITC ligand binding to Mn2+-activated human VLA-4 integrin | P13612 | Jurkat cells, LDV-FITC binding with Mn2+, flow cytometry; 100% = Mn2+-driven binding gain fully reversed | inhibition, % at 10 µM (by protocol) | 24,000 compounds, 0.2% hits | AID 529;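 active = inhibition above 50%; inconclusive = compound itself fluorescent, judged against control cell fluorescence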;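 note: 0% = Mn2+ stimulated cells lacking compound and 100% = ligand binding without Mn2+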
# Target sequence (P13612 whole entry, looked up): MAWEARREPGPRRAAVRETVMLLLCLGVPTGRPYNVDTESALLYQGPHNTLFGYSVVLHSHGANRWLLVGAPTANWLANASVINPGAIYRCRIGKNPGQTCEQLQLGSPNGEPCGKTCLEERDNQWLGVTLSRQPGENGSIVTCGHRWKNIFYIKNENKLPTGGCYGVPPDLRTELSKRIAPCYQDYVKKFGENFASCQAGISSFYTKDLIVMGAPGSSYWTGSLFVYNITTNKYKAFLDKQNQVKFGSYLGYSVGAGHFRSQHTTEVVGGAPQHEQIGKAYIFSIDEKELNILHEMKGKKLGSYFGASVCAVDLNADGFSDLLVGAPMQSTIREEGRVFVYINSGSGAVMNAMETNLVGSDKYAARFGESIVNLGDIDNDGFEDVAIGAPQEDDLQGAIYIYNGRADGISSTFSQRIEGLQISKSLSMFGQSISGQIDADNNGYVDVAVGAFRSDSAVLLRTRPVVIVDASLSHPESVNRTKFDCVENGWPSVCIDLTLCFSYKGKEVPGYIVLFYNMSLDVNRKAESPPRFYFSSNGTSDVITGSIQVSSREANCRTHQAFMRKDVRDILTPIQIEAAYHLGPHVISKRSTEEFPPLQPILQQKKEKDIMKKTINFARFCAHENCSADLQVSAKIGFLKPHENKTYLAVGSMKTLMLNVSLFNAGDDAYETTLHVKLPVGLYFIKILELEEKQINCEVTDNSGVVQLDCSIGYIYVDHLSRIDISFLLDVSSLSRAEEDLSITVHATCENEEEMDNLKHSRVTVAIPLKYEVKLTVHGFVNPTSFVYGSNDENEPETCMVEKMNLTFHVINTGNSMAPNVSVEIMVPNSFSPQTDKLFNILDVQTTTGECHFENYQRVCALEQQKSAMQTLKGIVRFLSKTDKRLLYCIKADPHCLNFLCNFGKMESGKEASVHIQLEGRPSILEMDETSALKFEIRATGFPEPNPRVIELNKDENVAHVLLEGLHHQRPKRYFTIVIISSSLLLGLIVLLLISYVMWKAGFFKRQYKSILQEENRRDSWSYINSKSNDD
# Prostate diff = promotes differentiation of LNCaP prostate cells | 24,000 compounds, 0.56% hits | flow cytometry side scatter, 4 d | side scatter shift, % at 10 µM | AID 795;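 active = side scatter shift above 30%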;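 note: androgen-responsive LNCaP prostate cancer cells in charcoal-stripped serum medium; percent of cells past a gate set so DMSO wells show 10% shift; higher shift means more granular cells and more differentiation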
# VLA-4 agonist = allosterically activates the human VLA-4 integrin; Jurkat cells, LDV-FITC binding, flow cytometry; P13612; activation, % at 10 µM (by protocol); 24,000 tested, under 10 active; AID 528;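 active = fluorescent ligand binding to cells raised by more than 40% of the manganese-induced maximum; inconclusive = compound's own fluorescence above 85% of the ligand control signal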;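 note: 0% = ligand binding without compound and 100% = manganese-stimulated maximal binding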
# An asterisk follows results filed as active; ? = inconclusive. Only part of the results is shown, so the mix of outcomes need not match the whole.
SMILES,Jurkat autofluor,VLA-4 antagonist,Prostate diff,VLA-4 agonist
CC(=O)c1cc2c(cc1NC(=O)CCCC(=O)O)OCO2,1.1,4,7,1
CC(c1ccccc1)N1CC(C(=O)N2CCN(c3ccccc3)CC2)CC1=O (stereo unspecified),1.1,11,5,-4
CCn1c(C(=O)N2CCC(C(=O)NCc3cccs3)CC2)cc2sccc21,0.83,?,9,?
O=C(CS(=O)(=O)c1c[nH]c2ccccc12)N1CCCCC1,1,-2,4,1
COc1ccc(OC)c(S(=O)(=O)N2c3ccccc3CC2C)c1 (stereo unspecified),0.9,-18,14,9
COCC(C)NC(=O)NC1(C(F)(F)F)Oc2ccc(Cl)cc2O1 (stereo unspecified),1,-8,6,1
O=c1c2c3c(sc2n2cnnc2n1CCc1ccccc1)CCCC3,1.2,12,2,-14
COc1cccc(NC(=O)c2oc3ccccc3c2NC(=O)C2CC2)c1,1.1,3,15,-2
CCC(=O)Nc1c2c(nn1-c1ccc(C)cc1C)CSC2,1,-9,10,0
COc1ccccc1Oc1coc2cc(O)ccc2c1=O,1.2,8,19,-7
Cc1ccccc1C(=O)NC1CCN(Cc2nnnn2CCc2ccccc2)CC1,0.98,-18,3,3
CN(CC(=O)Nc1ccncc1)S(=O)(=O)c1ccccc1,1,6,7,-6
O=C(Nc1ccc2c(c1)OCO2)C(c1ccccc1)N1CCCCC1 (stereo unspecified),1,-1,12,-3
COc1ccc(OC)c(C2=NOC(C(=O)Nc3cc(C)nn3-c3ccccc3)C2)c1 (stereo unspecified),0.97,-5,13,5
COc1ccc(OC)c(-c2cc(C(=O)Nc3c(C)nn(Cc4ccccc4)c3C)no2)c1,0.93,5,3,-8

# Overlap with the part before: 6 compounds; new compounds follow.
SMILES,Jurkat autofluor,VLA-4 antagonist,Prostate diff,VLA-4 agonist
COc1ccccc1Oc1coc2cc(O)ccc2c1=O,1.2,8,19,-7
Cc1ccccc1C(=O)NC1CCN(Cc2nnnn2CCc2ccccc2)CC1,0.98,-18,3,3
CN(CC(=O)Nc1ccncc1)S(=O)(=O)c1ccccc1,1,6,7,-6
O=C(Nc1ccc2c(c1)OCO2)C(c1ccccc1)N1CCCCC1 (stereo unspecified),1,-1,12,-3
COc1ccc(OC)c(C2=NOC(C(=O)Nc3cc(C)nn3-c3ccccc3)C2)c1 (stereo unspecified),0.97,-5,13,5
COc1ccc(OC)c(-c2cc(C(=O)Nc3c(C)nn(Cc4ccccc4)c3C)no2)c1,0.93,5,3,-8
CCCOc1ccc(C2c3c(oc4ccccc4c3=O)C(=O)N2CCCN2CCOCC2)cc1 (stereo unspecified),0.99,-10,6,2
CC(=O)N1CCc2cc(S(=O)(=O)NCCC(=O)N3CCc4ccccc4C3)ccc21,1,2,5,5
CCCCC(NS(=O)(=O)c1ccc(OC)cc1)C(=O)O (stereo unspecified),1.1,-18,3,-4
CCCCCCNC(=O)CC(NS(=O)(=O)c1ccc(NC(C)=O)cc1)C(C)C (stereo unspecified),1,4,3,3
CCn1ncc(C2=NOC(C(=O)Nc3ccccc3C(=O)OC)C2)c1C (stereo unspecified),1.1,15,6,-5
COc1ncnc2c1N=C1CC(C)(C)CC(N)=C1S2,1.8,?,5,?
CCOC(=O)N1CCN(c2cc3nccnc3cc2F)CC1,0.97,13,10,-12
COc1ccc(C2C(=O)N(C3CCCCC3)CC(=O)N2Cc2ccc3c(c2)OCO3)cc1 (stereo unspecified),1.1,13,8,-5
CC(C)CCn1cnc2c(cnn2-c2ccc(Cl)cc2)c1=O,1.1,-27,11,-6
CCOC(=O)c1c(NC(=O)C(F)(OC)C(F)(F)F)sc(C(=O)N2CCCCC2)c1C (stereo unspecified),1.1,12,0,-2
CCOC(=O)c1c2n(c3ccc(O)cc13)CCCCC2,1.1,3,22,-4
COc1ccc(S(=O)(=O)CCC(=O)N2c3ccccc3CC2C)cc1 (stereo unspecified),1,16,2,8
COc1ccc2c(c1)C1CC(C)(NC(=O)C1C(=O)c1ccccc1)O2 (stereo unspecified),1.1,-19,10,7
O=C(CCC1N=C2c3ccccc3N=C(SCc3ccc(F)cc3)N2C1=O)NCc1ccco1 (stereo unspecified),1.2,?,13,?
COc1ccccc1-c1c(C)nn2c(C)c(C(C)=O)cnc12,0.98,-9,20,-2
COCCn1c(=S)[nH]c2cc(C(=O)N3CCC(C(N)=O)(N4CCCCC4)CC3)ccc2c1=O,1,-15,2,5
Cc1cc(C)nc(NC2=NCC(=O)N2c2ccc(Cl)cc2)n1,0.96,-14,5,0
CC12C(=O)N(c3cccc4cccnc34)C(=O)C1C1C=CC2C1 (stereo unspecified),1.1,6,8,0
CCN(CCNC(=O)C1CCN(S(=O)(=O)CC)CC1)c1ccccc1,1,-9,17,4
O=C(NC1CC1)C1CCC(=O)N1C1CCCC1 (stereo unspecified),1,-8,6,5
Cc1cccc(NC(=O)C2CCCN(S(=O)(=O)c3c(C)nn(C)c3C)C2)n1 (stereo unspecified),0.89,20,1,6
O=C(O)CCC(=O)N1CCc2cc(S(=O)(=O)Nc3ccc4c(c3)OCCO4)ccc21,1.1,-3,8,-2
CN1CCCN(C(c2ccccc2)c2ccc(Cl)cc2)CC1 (stereo unspecified),1.1,-17,23,16
NC(=O)CSc1nnnn1-c1ccc(OC(F)(F)F)cc1,0.94,-7,1,3
COc1nc(N)nc(N2CCOCC2)n1,0.97,-1,9,1
Cc1c(C(N)=O)sc2nc(-c3ccccc3)cn12,0.99,18,17,-8
O=C(O)CCc1ccc(-c2ccc(F)cc2)n1CC(=O)O,1.1,-6,6,6
Cc1[nH]nc(-c2ccc(O)c(C)c2O)c1-c1cnn(-c2ccccc2)c1,0.98,-10,15,10
CN(C)[C@@H]1C(=O)C(C(N)=O)=C(O)[C@@]2(O)C(=O)C3=C(O)c4c(O)ccc(Cl)c4[C@@H](O)[C@H]3C[C@@H]12,1.2,-4,7,1
CC(C)CCNC(=O)C1CCN(S(=O)(=O)c2ccc3c(c2)CCC(=O)N3)CC1,1,4,2,-6
CCOc1cc(S(=O)(=O)N2CCC(Cc3ccccc3)CC2)c(OCC)cc1-n1cnnn1,1.1,-12,5,2
CCN1C(=O)NC(c2cc(Br)ccc2OC)C(C(=O)OC)=C1C (stereo unspecified),1.1,14,14,-1
CCC(OC(=O)c1cccs1)C(=O)NCc1ccco1 (stereo unspecified),0.9,-30,1,4
O=C(CN1C(=O)c2cccc3cccc1c23)Nc1ccccc1C(=O)NCc1ccco1,1.1,-30,3,8
CCN(CC)CCNC(=O)c1cc2c(-c3ccc(Cl)cc3)nn(C)c2s1,1.2,?,40*,?
CCOC(=O)Cc1nnc(NC(=O)CSc2nnc3c4ccccc4n(C(C)C)c3n2)s1,0.97,-12,16,9
Cc1cc(Nc2ccc(C)c(Br)c2)n2nc(C)nc2n1,0.93,?,5,?
C[C@H](CS)C(=O)N1CCC[C@H]1C(=O)O,0.97,-6,3,1
CC(=O)N1CCC(N(CCN2CCOCC2)C(=O)Nc2ccc(Cl)c(Cl)c2)CC1,1,-3,12,0
Cc1cc(OCC(=O)N2CCCC2)cc(C)c1Cl,0.99,-14,6,4
CC(NC(=O)CCNS(=O)(=O)c1ccc2c(c1)c(=O)n(C)c(=O)n2C)c1ccccc1 (stereo unspecified),1,2,7,1
Cn1c(=O)c(=O)n(C)c2cc(S(=O)(=O)N3CCCCCC3)ccc21,0.89,-27,17,2
COc1ccc(OCCOC(=O)c2cccc(-n3cnnn3)c2)cc1,0.99,0,1,2
CC(=O)N1CCN(S(=O)(=O)c2ccc(S(=O)(=O)NC3CC3)cc2)CC1,0.98,-16,10,2
OCCN1CCN(CC(O)COc2ccc3ccccc3c2)CC1 (stereo unspecified),1,-14,3,4
COc1cc(NC(=O)C2CCCN(S(=O)(=O)c3cnc[nH]3)C2)cc(OC)c1 (stereo unspecified),2,?,12,?
COc1ccccc1-c1nnc(Nc2nc3c(OC)cccc3s2)o1,1.1,12,18,2
O=C(Cn1cnc2c(nnn2Cc2ccc(Cl)cc2)c1=O)NC1CCCC1,1.1,-2,3,-1
O=C(NCc1cccs1)C1CCN(S(=O)(=O)c2cccc3cccnc23)CC1,0.9,-10,7,8
Cc1cccc(C)c1-n1nnnc1SCSc1nnnn1-c1c(C)cccc1C,1.1,6,12,-8
CCCCNC(=O)C(C#N)c1nc2ccccc2nc1N1CCCC1 (stereo unspecified),2.5*,?,14,?
CCOC(=O)N1CCN(c2c(N3CCOCC3)c(=O)c2=O)CC1,0.98,17,8,-2
O=C(Nc1cccc(F)c1)C1C2C=CC3(CN(CCCN4CCOCC4)C(=O)C13)O2 (stereo unspecified),1,-10,4,-1
CCOc1ccc2nc(SCc3ccc(C(=O)OC)o3)[nH]c2c1,0.98,1,16,-3
C=CCNC(=O)CN(c1cccc(Br)c1)S(C)(=O)=O,1,-2,10,-4
Cc1cc(C)n2cc(CSc3nnnn3C)nc2n1,0.98,8,4,1
CCOCCCNC(=O)c1ccc2c(c1)ncn2C1CCCC1,1,-12,9,-4
Cc1cccc(C2CC(c3ccc(Cl)cc3)Nc3nc(N)nn32)c1 (stereo unspecified),1,-1,4,-1
O=C(O)c1ccc(COc2ccc3c4c(c(=O)oc3c2)CCC4)o1,1,-25,15,3
COc1ccc(NC(=O)CSc2nc3c(c(=O)n2-c2ccccc2)SCC3)c(OC)c1,1.1,-12,10,-5

# A second format for part of the listing above.
Compound	Jurkat autofluor	VLA-4 antagonist	Prostate diff	VLA-4 agonist
C=CCNC(=O)CN(c1cccc(Br)c1)S(C)(=O)=O	1	-2	10	-4
O=C(O)c1ccc(COc2ccc3c4c(c(=O)oc3c2)CCC4)o1	1	-25	15	3
Cc1cccc(C2CC(c3ccc(Cl)cc3)Nc3nc(N)nn32)c1 (stereo unspecified)	1	-1	4	-1

# (listing goes on)
SMILES,Jurkat autofluor,VLA-4 antagonist,Prostate diff,VLA-4 agonist
O=C(O)CCc1ccc(-c2cccs2)n1NC(=O)c1ccco1,1,16,16,1
COC(=O)c1c(C#N)c(N)nc2c1CCC2,1.1,-12,7,-5
COc1ccc(OC)c(C2=NOC(C(=O)Nc3cccnc3)C2)c1 (stereo unspecified),1,0,7,4
CCOC(=O)c1ccccc1NC1c2ccccc2C(=O)N1C1CCN(C(=O)OCC)CC1 (stereo unspecified),1.1,3,5,1
Cn1c(C(=O)NCc2ccccn2)cc2c(=O)n(C)c3ccccc3c21,1,11,7,0
COc1ccc(S(=O)(=O)N2CCN(Cc3ccc4c(c3)OCO4)CC2)c2ccccc12,0.99,24,6,-10
CCN1CCN(Cc2nc3c(c(=O)n(C)c(=O)n3C)n2CC(=O)c2ccccc2)CC1,1,-10,4,7
COCCNC(=O)CSc1nc2ccccc2c(=O)n1CCCC(=O)NCc1ccccc1,1,-4,5,2
Cc1c(C(=O)OC2CCCC2C)[nH]c2c1C(=O)CCC2 (stereo unspecified),1,17,7,-13
CC(C)(C)C1CCc2[nH]nc(C(=O)O)c2C1 (stereo unspecified),1.1,-7,2,4
COCCNc1nc(SCC(=O)N2CCN(c3ccccc3OC)CC2)nc2ccccc12,1,-11,4,7
O=C(C1CCN(S(=O)(=O)N2CCOCC2)CC1)N1CCc2ccccc21,1.1,20,5,-4
O=C(CCS(=O)(=O)c1cccc2nonc12)Nc1cccc2c1CCCC2,1,-4,19,6
COc1ccc(N(C(=O)COc2ccccc2)C2C=CS(=O)(=O)C2)c(OC)c1 (stereo unspecified),1,-4,14,2
COc1ccc(NC(=O)C2CCCN(S(=O)(=O)c3cccc4cccnc34)C2)cc1OC (stereo unspecified),1,0,10,-2
O=S1(=O)CCN2C(=N1)SC1=C2CCN(Cc2ccccc2)C1,0.99,4,7,-4
CC(=O)Nc1ccc(S(=O)(=O)NCc2ccc(C(=O)NCCN3CCCCCC3)cc2)cc1,1.1,-25,4,-6
CCN(CC)S(=O)(=O)c1ccc(F)c(C(=O)NCCCN2CCOCC2)c1,1.1,1,4,-3
CCC(=O)N1CCc2cc(Br)cc(S(=O)(=O)CCC(=O)NCc3ccco3)c21,0.92,11,5,0
Cc1csc(NC(=O)CNS(=O)(=O)c2cccs2)n1,1.1,-6,2,2
Cc1ccc(C)c2[nH]c(=O)c(CCNC(=O)c3ccc4c(c3)OCO4)cc12,1.1,?,12,?
COCCCNC(=O)c1ccc(CS(=O)(=O)c2ccc(OC)cc2)o1,1,-5,3,0
O=C(NCc1cccnc1)c1cc(-c2ccco2)on1,1.2,?,4,?
Cc1ccc(C(=O)N(CN2CCCC2=O)c2ccc(F)cc2)cc1C,0.98,1,9,-1
COC(=O)C1=C(C)Nc2nc(-c3ccccc3)nn2C1c1ccc(C)o1 (stereo unspecified),0.99,-23,10,3
O=C(NCc1ccco1)C(NS(=O)(=O)c1cccc2nsnc12)c1ccccc1 (stereo unspecified),1,-7,6,0
O=C(Nc1ccc2c(c1)OCO2)c1cc2ncc(Br)cn2n1,1.1,-6,3,-2
CCCCOc1ccc(-c2nnn(CC(=O)NCc3ccco3)n2)cc1,1.1,-10,22,4
CCCN1C2CCCC1CC(NC(=O)Nc1cccc(C(C)=O)c1)C2 (stereo unspecified),1.1,-4,6,-3
Cn1cc(C(=O)NC2CCCCCCC2)c(=O)c2cc(S(=O)(=O)N3CCCC3)ccc21,1.2,-4,3,-4
